# From PubChem
# CDK5 inh = inhibitors of human CDK5/p35 kinase, primary screen, biochemical, single concentration. AID 488839, 2010. inhibition, % at 10 µM. Recombinant CDK5/p35, ADP-Glo luminescence, 60 min. Cyclin-dependent kinase 5 (Homo sapiens) + Cyclin-dependent kinase 5 activator 1 (Homo …. 330,000 tested, 0.01% active;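 active = highest replicate inhibition of at least 50% and at least 75% of replicates reaching 50%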;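 note: plate controls were DMSO neutral control for no effect and GW8510 at 10 µM for full effect; many of its hits are not listed in these tables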
# Target sequence (Q00535 whole entry, looked up): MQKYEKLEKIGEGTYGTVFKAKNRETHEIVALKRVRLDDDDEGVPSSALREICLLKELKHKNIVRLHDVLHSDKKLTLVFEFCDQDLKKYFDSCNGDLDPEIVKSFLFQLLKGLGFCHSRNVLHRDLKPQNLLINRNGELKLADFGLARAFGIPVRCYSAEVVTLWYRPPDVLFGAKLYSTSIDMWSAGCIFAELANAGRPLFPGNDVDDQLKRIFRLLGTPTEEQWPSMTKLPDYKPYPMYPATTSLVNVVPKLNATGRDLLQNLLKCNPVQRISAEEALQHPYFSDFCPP
# Target sequence (Q15078 whole entry, looked up): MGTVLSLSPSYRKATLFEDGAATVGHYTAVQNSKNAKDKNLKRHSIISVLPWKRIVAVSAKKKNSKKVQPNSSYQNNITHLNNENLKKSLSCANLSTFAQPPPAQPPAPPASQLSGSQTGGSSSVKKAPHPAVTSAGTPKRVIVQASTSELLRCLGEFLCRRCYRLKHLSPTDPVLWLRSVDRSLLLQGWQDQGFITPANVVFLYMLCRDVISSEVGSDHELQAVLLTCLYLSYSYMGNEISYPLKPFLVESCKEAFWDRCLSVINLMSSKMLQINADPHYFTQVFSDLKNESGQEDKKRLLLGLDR
# AddAB inh = growth inhibition of E. coli expressing H. pylori AddAB, primary screen, AddAB inhibitor project, absorbance; 330,000 tested, 0.29% active; inhibition, % at 11.9 µM; in the data active = inhibition above about 12%;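 note: 0% = vehicle wells of infected cells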
# HTR5A inv ctr = HTR5A inverse agonists in luminescence cell assay, primary screen, counter-screen for OPRM1-OPRD1 heterodimer inverse agonist project, full-deck HTS | 340,000 tested, 0.083% active | HTR5A cell line, inverse agonism | 5-hydroxytryptamine receptor 5A (Homo sapiens), P47898 | AID 504634, 2011 | inhibition, % at 9.3 µM; in the data active = inhibition mostly above about 23%, no sharp cut-off; inactive = mostly below about 18%;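 note: 0% = cells with DMSO and 100% = no-cell wells with DMSO; some compounds called inactive have numbers as strong as hits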
# Target sequence (P47898 whole entry, looked up): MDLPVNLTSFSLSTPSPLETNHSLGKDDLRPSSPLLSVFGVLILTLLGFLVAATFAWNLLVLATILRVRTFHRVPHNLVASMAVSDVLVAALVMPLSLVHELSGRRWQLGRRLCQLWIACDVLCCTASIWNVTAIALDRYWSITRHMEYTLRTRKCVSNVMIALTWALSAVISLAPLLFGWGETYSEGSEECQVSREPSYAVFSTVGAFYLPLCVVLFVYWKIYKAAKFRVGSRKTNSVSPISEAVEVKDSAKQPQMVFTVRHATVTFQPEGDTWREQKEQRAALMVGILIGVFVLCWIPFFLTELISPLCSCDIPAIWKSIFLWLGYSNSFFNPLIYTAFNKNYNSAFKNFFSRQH
# HTR5A ag = HTR5A agonists in luminescence cell assay, primary screen, counter-screen for OPRM1-OPRD1 heterodimer agonist project, full-deck HTS; 340,000 tested, 0.61% active; cell-based; activation, % at 9.3 µM; in the data active = activation mostly above about 9.5%, no sharp cut-off; inactive = mostly below about 7.6%;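 note: 0% = cells with vehicle only and 100% = reference agonist; strong numbers were not always called active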
# Tat transport = E. coli Tat export inhibitors, primary screen, MC4100, TorA-mCherry reporter, fluorescence, single point; inhibition, % at 10 µM; 340,000 tested, 0.036% active; AID 488895, 2010;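 active = mean replicate inhibition at least 50% and at least half of replicates individually reaching 50%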;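 note: exported cargo escapes ClpAP degradation while cytoplasmic cargo is degraded and loses fluorescence; 0% = median of neutral control wells and 100% = median of NaSCN control wells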
# DAGLB inh = DAGLB lipase inhibitors, primary screen, biochemical, fluorescence, HTS. inhibition, % at 5.17 µM. 340,000 tested, 0.059% active. HEK293T DAGLB membrane lysate, EnzChek fluorogenic substrate. Diacylglycerol lipase-beta (Homo sapiens), Q8NCG7; in the data active = inhibition above about 34%;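 note: 0% = enzyme with vehicle and 100% = wells lacking enzyme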
# PKA-R1A activ = activators of PKA-R1A holoenzyme, primary screen, biochemical, fluorescence polarization, Cy5-IP20, bovine R1A, mouse PKAc | cAMP-dependent protein kinase type I-alpha regulatory subunit (Bos taurus) + … | PKA-R1A dissociation; scaled: DMSO 0%, 113 µM cGMP 100% | activation, % at 11.4 µM | 340,000 tested, 0.083% active | AID 504707, 2011;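 active = percent activation above the mean of all tested compounds plus 3 SD, cut at about 19% in these data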;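 note: higher means more PKAc released from R1A so a rise in polarization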
# E coli growth = E. coli V3065 growth inhibition, primary screen, counter-screen for AddAB inhibitor project, absorbance, OD600; inhibition, % at 11.9 µM; AID 449728, 2010; 18 h; 330,000 tested, 0.27% active;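 active = inhibition above the campaign's mean inhibition across all tested compounds plus 3 SD, cut at about 9.9% in these data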;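 note: uninfected addAB+ strain grown without phage in ampicillin broth; 0% = DMSO wells and 100% = ciprofloxacin 0.95 µg/ml wells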
# PKA-R2B activ = activators of PKA-R2B holoenzyme, primary screen, biochemical, fluorescence polarization, Cy5-IP20, human | cAMP-dependent protein kinase catalytic subunit beta (Homo sapiens) + cAMP-dependent … | PKA-R2B holoenzyme dissociation; R2B truncated from residue 108, S112A mutant; 0% DMSO only, 100% 113 µM cGMP | activation, % at 11.4 µM | 340,000 tested, 0.079% active;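 active = activation above a cutoff set at the mean over all compounds plus 3 SD, cut at about 18% in these data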;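 note: higher means more holoenzyme dissociation and a rise in polarization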
# phage Ecoli inh = growth loss of phage-infected E. coli, primary screen, RecBCD inhibitor project, absorbance, with phage, HTS; inhibition, % at 11.9 µM; 360,000 tested, 0.26% active; AID 651602, 2012; in the data active = inhibition above about 11%
# Mot1-301 SUMO = yeast Mot1-301 growth rescue at high temperature, primary screen, SUMOylation pathway inhibitor project, S. cerevisiae, ATP luminescence, 38.5C | 320,000 tested, 1% active | growth rescue, % at 18.8 µM | S. cerevisiae Mot1-301 growth rescue; percent above DMSO median, 100 means doubled;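 active = every valid replicate shows activation above 250% relative to neutral control wells; inactive = the rest, any valid replicate at or below 250%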;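 note: OY570 slx delta 5 strain wells were the positive control but not used for scaling; some compounds called inactive have numbers as strong as hits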
# An asterisk follows results filed as active; x = not tested or not shown.
# Sequence of screens: CDK5 inh, AddAB inh, HTR5A inv ctr, HTR5A ag, Tat transport, DAGLB inh, PKA-R1A activ, E coli growth, PKA-R2B activ, phage Ecoli inh, Mot1-301 SUMO
COc1ccc(-n2cc(-c3ccccc3)[nH]c2=S)cc1
 : 2.8, 3.2, 6, -3, -11, 1, 1, -0.9, -10, -0.4, -21
COc1ccccc1NS(=O)(=O)c1cc(C(=O)NCC2CCCO2)ccc1C (stereo unspecified)
 : -1.4, 0.2, 13, -3, -9, 2, -9, 0.6, 2, -0.1, 16
Cc1cc(NC(=O)Nc2ccccc2)n(-c2ccccc2)n1
 : 0.0, -0.6, 0, 0, -6, -2, 4, -3.2, 2, 3.0, 21
CCc1ccc(NC(=O)C(=O)NCCN2CCN(S(=O)(=O)c3ccccc3)CC2)cc1
 : 1.6, 1.2, 5, 0, 2, 0, -7, 0.2, 5, 0.9, 0
O=C(c1ccccc1)c1cccc(C(=O)c2ccccc2)c1
 : 0.3, 2.7, -8, 3, 11, -5, -10, 2.6, 4, x, 175
FC(F)(F)c1cccc(NC(=S)NCc2ccc(Cl)cc2)c1
 : 0.6, 7.5, -7, 3, -1, -2, 1, 7.4, -12, 13*, 7
Cc1ccc(C(=O)OCC(=O)N(C)C2CCS(=O)(=O)C2)cc1S(=O)(=O)N1CCCCC1 (stereo unspecified)
 : -0.8, -0.5, -17, 4, -1, 0, 8, 0.2, -9, 4.5, 5
COc1ccc(Cn2c(-c3ccco3)nc3oc4ccccc4c(=O)c3c2=O)cc1
 : -2.8, 0.0, -4, -1, 1, 1, -6, -1.5, 0, 0.8, 6
CCOC(=O)n1c(=O)n(Cc2cccc(C)c2)c2ccccc21
 : -1.4, -1.4, 14, -5, 1, -1, -3, -1.5, 6, 5.1, 0
COc1cc(CCCN2CCNC[C@@H]2c2ccccc2)cc(OC)c1OC
 : 2.8, 0.2, -17, -1, -3, 0, -7, 0.7, -4, 2.7, 1
CCOC(=O)c1ccccc1NC(=O)C1CSC2(C)CCC(=O)N12 (stereo unspecified)
 : 1.1, 1.5, -13, 0, -4, -2, -1, -1.5, 8, 1.0, 2
CCC(C)c1ccc(NC(=O)CN(C)CC(=O)Nc2cccc(OC)c2)cc1 (stereo unspecified)
 : -0.7, 2.4, 11, 2, -8, 3, 3, -0.4, 7, 2.7, -3
CCCCC(=O)Nc1ccc(C(=O)Nc2nc(CC(=O)OCC)cs2)cc1
 : 0.1, -0.2, -13, 4, -9, -5, -7, 2.1, -6, 1.7, -11
CN=c1scc(-c2ccc([N+](=O)[O-])cc2)n1/N=C/c1ccco1
 : -0.3, -1.2, 4, -2, -1, 8, -13, -4.2, -11, 0.8, -4
Clc1ccccn1
 : -2.1, -0.2, 3, -1, -1, -1, -4, -0.5, -6, 3.7, 46
C=CCOC(=O)C1=C(C)Nc2nc3ccccc3n2C1c1ccncc1 (stereo unspecified)
 : -2.2, 1.6, -6, 2, -1, 0, -14, 1.0, -10, 1.9, -24
COC(=O)CCCNC(=O)c1ccc(S(=O)(=O)NCc2ccco2)cc1
 : -1.1, 0.8, 1, 9, 3, 1, -5, 1.6, -3, 3.3, -3
Cn1c(CNC2CCCCC2)c(C#N)c2ccccc21
 : -0.2, -0.2, 14, 1, 0, -3, 5, 2.0, -5, 2.3, -2
Cc1ccc(NC(=O)c2cc(-n3cnnc3)ccc2Cl)c(C)c1
 : -1.1, 4.3, -16, 5, 2, -2, 0, -0.5, -6, 1.3, -21
CN(Cc1ccccc1)C(=O)COC(=O)c1cc(S(=O)(=O)N(C)C)ccc1N1CCCC1
 : -0.4, 0.0, -3, 1, 11, 1, -11, -2.4, -1, 1.2, -7
O=c1cc(-c2ccccc2)[nH]c2nc3ccccc3n12
 : -2.8, 0.9, -1, 2, 2, -2, -3, -0.7, 4, 0.3, -7
O=C1CCC[C@@H]2CC(Nc3ccc(F)cc3F)C[C@@H]3CCN1[C@H]23 (stereo partly specified)
 : 6.1, 0.6, 6, -2, -18, 0, 6, -0.4, -1, 2.3, x
NC(=O)CCCc1nc(-c2ccccc2Cl)no1
 : -0.9, 0.5, -6, 1, 4, 0, 8, -1.6, -9, -1.1, -5
CCOC(=O)N1CCN(S(=O)(=O)c2ccc(F)c(C(=O)Nc3ccc(C(C)C)cc3)c2)CC1
 : -1.7, 0.7, -12, -1, -3, -1, 2, -0.4, -4, 0.4, 8
COc1ccc(NC(=O)CCC(=O)NCc2ccco2)c([N+](=O)[O-])c1
 : -1.7, x, 7, -2, 0, 1, 5, x, -2, 2.2, -14
CCn1c(=O)cc(O)c2c(=O)n(C)c(=O)n(C)c21
 : 0.1, 0.3, -54, -3, 1, 1, 1, -1.7, -5, 0.4, -32
CN(C)S(=O)(=O)c1cccc(C(=O)Nc2cc(Cl)ccc2O)c1
 : 1.2, 1.6, 1, 0, -6, 0, 11, 0.8, -10, 1.7, 57
COc1ccc(CCNC(=O)c2ccc3nc4cc(Cl)ccc4c(=O)n3c2)cc1OC
 : 2.4, 0.0, -3, 1, -16, 0, 8, -1.6, -2, 2.8, 182
C=CCN(c1ccccc1)S(=O)(=O)c1c(C)[nH]c(=O)[nH]c1=O
 : 0.2, 4.4, -3, 1, 10, 0, -7, 1.9, 1, 3.3, 1
CCCCCCCCCCCCCCCC[N+](C)(C)Cc1ccc(F)cc1
 : 0.0, x, -42, 11*, -4, 9, -2, x, 1, 1.1, x

# Only HTR5A ag, for two of the compounds above:
SMILES	HTR5A ag
CCn1c(=O)cc(O)c2c(=O)n(C)c(=O)n(C)c21	-3
CN(C)S(=O)(=O)c1cccc(C(=O)Nc2cc(Cl)ccc2O)c1	0

# Some values from above.
# In DAGLB inh, `COC(=O)CCCNC(=O)c1ccc(S(=O)(=O)NCc2ccco2)cc1` has 1
# In HTR5A inv ctr, `COc1ccc(NC(=O)CCC(=O)NCc2ccco2)c([N+](=O)[O-])c1` has 7
# In PKA-R2B activ, `CCCCC(=O)Nc1ccc(C(=O)Nc2nc(CC(=O)OCC)cs2)cc1` has -6
# In Mot1-301 SUMO, `Cc1ccc(C(=O)OCC(=O)N(C)C2CCS(=O)(=O)C2)cc1S(=O)(=O)N1CCCCC1` (stereo unspecified) has 5
# In AddAB inh, `CCOC(=O)N1CCN(S(=O)(=O)c2ccc(F)c(C(=O)Nc3ccc(C(C)C)cc3)c2)CC1` has 0.7

# (more compounds)
Structure | CDK5 inh | AddAB inh | HTR5A inv ctr | HTR5A ag | Tat transport | DAGLB inh | PKA-R1A activ | E coli growth | PKA-R2B activ | phage Ecoli inh | Mot1-301 SUMO
COc1ccc(OCC(=O)N/N=C(\C)CC(=O)Nc2ccc(NC(C)=O)cc2)cc1 | -1.4 | 2.4 | -11 | 3 | 5 | -1 | 4 | 2.0 | -2 | 1.8 | -18
C/C(=C/c1ccccc1)C(=O)N1CCN(c2ccc(F)cc2)CC1 | -1.2 | 4.3 | -6 | 2 | 1 | -10 | -6 | 2.1 | 3 | 3.2 | -5
CN(C)CCN(C(=O)c1ccc(Br)s1)c1nc2cc3c(cc2s1)OCCO3 | -3.1 | -0.8 | -9 | 6 | 0 | 0 | -2 | -1.2 | 2 | 0.8 | -10
O=C1c2ccccc2C(=O)N1CC(O)COc1ccccc1Cl (stereo unspecified) | -0.3 | -1.0 | 7 | -2 | -1 | -3 | -4 | -1.3 | -6 | 3.2 | 0
CCN1CCCc2cc(CN(CCN3CCOCC3)C(=S)Nc3ccc(OC)cc3)ccc21 | 0.2 | 4.3 | -13 | -2 | -5 | -1 | 0 | 1.4 | -7 | -0.5 | 10
CC(=O)c1ccc(NC(=S)NCc2ccco2)cc1 | -1.3 | 2.3 | -34 | 5 | 1 | 0 | -8 | 2.4 | -5 | 4.1 | 232
CC(=O)Nc1ccc(S(=O)(=O)N[C@@H](C)C(=O)OCC(=O)c2ccc(C)cc2)cc1 | -1.9 | -1.3 | -1 | -5 | 0 | -1 | 1 | -2.4 | -3 | 7.8 | 8
O=[N+]([O-])c1ccc(Nc2ccccc2F)nc1 | 2.2 | 8.2 | 14 | -6 | 1 | -3 | 2 | 3.2 | 4 | 2.0 | 32
O=Cc1ccc(OC(=O)C2CC(=O)N(c3ccc(F)cc3)C2)cc1 (stereo unspecified) | 0.9 | 1.4 | 22 | -7 | 2 | 0 | 6 | 0.6 | 5 | 2.3 | 1
O=S1(=O)C=C(Sc2nnc(-c3ccccc3)o2)c2ccccc21 | -1.4 | -0.5 | 27 | 1 | 2 | -1 | -17 | -2.7 | 0 | x | 917*
CCOC(=O)c1cnc2nc(Cc3ccccc3)[nH]n2c1=O | -0.4 | 1.4 | -2 | 2 | -3 | 0 | -3 | -0.2 | 2 | 3.0 | 41
Cc1ccccc1-c1nnc(-c2cccs2)o1 | 0.5 | 2.0 | 26 | -2 | -2 | -8 | 12 | 2.4 | 7 | 1.5 | 25
Clc1cccc(Cl)c1COn1nnc2ccccc21 | -1.2 | 0.4 | -28 | 0 | 3 | -8 | -6 | -2.7 | -6 | 1.2 | 9
CC(C)(C)n1ncc2c(=O)n(Cc3cccc(Cl)c3)cnc21 | -2.3 | 3.2 | -17 | 6 | 19 | -3 | -3 | 2.2 | -10 | 2.5 | 0
CC(C)Cc1nc(C#N)c(N2CCC(C(N)=O)CC2)o1 | -2.6 | 0.6 | -24 | 8 | -5 | 1 | -8 | -0.1 | -5 | 3.0 | -13
CC1CC1C(=O)OCC(=O)Nc1ncc(Cl)cc1Cl (stereo unspecified) | 0.6 | 2.1 | 5 | -2 | -2 | 2 | -3 | 2.1 | 16 | 2.5 | -8
CC(NC(=O)c1cc(S(=O)(=O)N2CCOCC2)cn1C)c1ccccc1 (stereo unspecified) | -1.0 | 2.2 | -6 | 0 | -3 | -1 | -9 | -0.1 | -4 | 1.6 | -16
Cc1cc(C)n(S(=O)(=O)c2ccc3ccccc3c2)n1 | -2.1 | 0.8 | -4 | 3 | -5 | -2 | 13 | -1.4 | 6 | -1.1 | -7
Cc1[nH][nH]c(=O)c1C(c1ccc(-c2cccc(C(=O)O)c2)o1)c1c(C)[nH][nH]c1=O | 3.4 | 2.4 | 1 | 0 | 0 | -4 | -4 | -0.2 | -5 | 0.9 | -3
